H37Rv inhibition – M. tuberculosis growth inhibition, HTS (AID 449762); M. tuberculosis H37Rv growth inhibition, 7H9 media; higher % means a stronger effect; inhibition, % at 25 µM; hits with a dose series show IC50 in µM; 330,000 tested, 0.59% active; in the data active = a potency from the dose series; inconclusive = inhibition above about 70% without an active follow-up result;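 note: bacterial growth assessed after seven days of incubation; strong numbers were not always called active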
tuberculosis growth – growth inhibition of non-replicating M. tuberculosis (AID 488890) | Mycobacterium tuberculosis non-replicating, growth inhibition; higher % means a stronger effect | inhibition, % at 25 µM, or IC50 in µM where a hit was titrated | 320,000 tested, 0.39% active; in the data active = a potency from the dose series; inconclusive = inhibition mostly from about 82% at the one dose, without a potency; inactive = the rest, 99 in 100 with inhibition below about 76%;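 note: plate controls were DMSO cells for no effect and high antibiotic wells for full effect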
inhibitors of VEEV – inhibitors of VEEV TC-83 cytopathic effect, confirmation, Vero cells (AID 588727); 350,000 tested, 0.13% active; inhibition, % at 20 µM, or IC50 in µM where a hit was titrated; Vero cells, VEEV TC-83 cytopathic effect inhibition; higher % means a stronger effect; in the data active = a potency from the dose series; inconclusive = inhibition mostly from about 14% at the one dose, without a potency; inactive = the rest, 99 in 100 with inhibition below about 12%; note: strong numbers were not always called active
PhoP GFP inhibition – Inhibition of PhoP regulon, Salmonella typhi GFP reporter cells, confirmation, 4 h (AID 1850) | Salmonella Typhi PhoP-promoter GFP reporter, fluorescence, 4 h; higher % means a stronger effect | one-dose inhibition, % at 50 µM; IC50 in µM for titrated hits | 310,000 tested, 0.33% active; in the data active = a potency from the dose series; inconclusive = inhibition mostly from about 25% at the one dose, without a potency; inactive = the rest, 99 in 100 with inhibition below about 19%;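 note: 0% = induced wells with vehicle and 100% = uninduced wells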
influenza NS1A – NS1A inhibition, H1N1 influenza, cell based functional assay (AID 504329). NS1A functional cell-based assay, percent inhibition; higher % means a stronger effect. inhibition, % at 12.5 µM; hits with a dose series show IC50 in µM. 340,000 tested, 0.3% active; in the data active = a potency from the dose series; inconclusive = inhibition above about 27% without an active follow-up result; note: strong numbers were not always called active
inhibitors of VEEV 10K pilot screen – recorded beside inhibitors of VEEV, whose call it bears; inhibition, %; measured here: 10K pilot screen inhibition
The depositor's hits bear a star; i = inactive; ? = inconclusive; . = no result given.

SMILES | H37Rv inhibition | tuberculosis growth | inhibitors of VEEV | PhoP GFP inhibition | influenza NS1A | others
O=[N+]([O-])c1ccccc1Sc1nccn1Cc1ccccc1 | 1% | 31% | 3.9% | 0% | 1% | inhibitors of VEEV 10K pilot screen=5.1
COc1ccc(C(=O)C2CN(C)CC2c2ccc(Cl)cc2)cc1 (configuration not stated) | 1% | 64% | i | 8% | -2%
Cc1ccc(OCCNCC(O)COc2ccccc2)cc1 (configuration not stated) | 5% | 37% | i | 12% | -24%
CCOc1ncccc1C(=O)OC(C)C(=O)Nc1ccc(N2CCOCC2)cc1 (configuration not stated) | 5% | 12% | 2.1% | . | -5%
O=C(NNC(=O)c1ccc2c(=O)n3c(nc2c1)CCC3)c1ccc(F)cc1 | -3% | . | 3.8% | 3% | -4%
O=C(c1cccc(S(=O)(=O)NCc2ccccc2)c1)N1CCN(c2ccc(F)cc2)CC1 | 3% | . | 5.5% | . | -6%
CCc1nnc(NS(=O)(=O)c2ccc(N/C=C\C(=O)c3ccc(F)cc3)cc2)s1 | 50% | 75% | 3.8% | -10% | 13%
COc1ccc(Nc2oc(-c3ccc(F)cc3)nc2C#N)cc1 | 9% | ? | 2.2% | -2% | .
CC(=O)COc1cccc2ccc(/C=C/c3ccc(Br)s3)nc12 | 11% | 76% | 8.0% | -3% | -3%
O=C(CCN1CCOCC1)NCc1ccccc1 | ? | 8% | i | 13% | -10%
O=C(NC1CCN(S(=O)(=O)c2ccc(F)cc2)CC1)c1ccco1 | 1% | 5% | 1.6% | 0% | -1%
CCN(C(=O)CSc1ccc2ccccc2c1)C1CCS(=O)(=O)C1 (configuration not stated) | -5% | 0% | 0.5% | 2% | -8%
O=C(Nc1ccccc1C(=O)NCCCN1CCOCC1)c1cccc([N+](=O)[O-])c1 | 1% | 2% | 1.1% | -6% | -5%
CCOC(=O)c1c(C)[nH]c(C(=O)NNC(=O)c2ccc(C(C)(C)C)cc2)c1C | 6% | 19% | 11% | 1% | 1%
COC(=O)c1ccccc1N=Nc1c(C)n[nH]c1C | 0% | -5% | 3.7% | -7% | -16%
O=C(CN1CCCCCC1)Nc1ccc(F)c(F)c1 | -3% | 59% | 0.3% | -12% | -1%
Cc1cc(=O)[nH]c2ccc(S(=O)(=O)NC3CCCCC3)cc12 | 6% | 0% | 5.9% | -6% | -3%
Cc1ccc(S(=O)(=O)CCC(=O)OCc2nnc(-c3ccc([N+](=O)[O-])cc3)o2)cc1 | . | . | 2.2% | . | -9%
CCOC(=O)c1c(C)[nH]c(C(=O)COC(=O)C(C)N2C(=O)C3CCCCC3C2=O)c1C (configuration not stated) | -10% | 1% | 2.3% | 8% | 9%
CCN(C(=O)c1ccc(Cl)c([N+](=O)[O-])c1)c1ccccc1 | -4% | 13% | 1.0% | -7% | 11%
O=C(COC(=O)c1cncc(Br)c1)NCc1cccs1 | 12% | 53% | 2.3% | . | -14%
Cc1nc(N)nc(Nc2ccc(Cl)cc2)c1Br | 9% | 16% | 3.4% | 11% | -5%
Cc1ncc(CN=Cc2ccc(Cl)cc2)c(N)n1 | 2% | -17% | 1.7% | 3% | -7%
CCCCN1C(=O)C(=O)N(CC(=O)Nc2sc(C)c(C)c2C(=O)OC)C1=O | -6% | 31% | i | . | -1%
Cc1ccccc1CN1CCN(C(=O)Cc2ccccc2)CC1 | -2% | -2% | 0.6% | 14% | -62%
COc1ccc(CSc2nncn2C)cc1[N+](=O)[O-] | -5% | 11% | 0.7% | -7% | 0% | inhibitors of VEEV 10K pilot screen=1.4
C=CCNC(=O)c1cc(Cl)cc(Cl)c1 | -3% | 3% | i | 6% | 9%
Cc1cccc(NC(=O)/C=C/c2ccc(Cl)cc2)n1 | ? | 59% | 4.7% | 17% | -8%
N#Cc1c(-c2ccccc2)c(-c2ccccc2)nn(CC(=O)NNC(=O)Nc2ccc(Cl)cc2)c1=O | 4% | -4% | 0.9% | 9% | .
CCN(CC)S(=O)(=O)c1cccc(C(=O)/C=C2/N(C)c3ccccc3C2(C)C)c1 | 8% | -19% | 1.1% | -10% | -10%
O=C(Nc1cccc(-c2nn[nH]n2)c1)c1csc2c1CCCC2 | -8% | 32% | 4.5% | -10% | 9%
Cn1ncc2c(NNC(=O)Cc3ccccc3)ncnc21 | 5% | 1% | 1.0% | 7% | -8%
Cc1cccc(C(=O)NC(=S)Nc2ccc3[nH]c(=O)[nH]c3c2)c1 | 0% | -5% | 1.7% | -5% | 8%
CC(C)(C)NC(=O)/C=C/c1cccs1 | 1% | 20% | 0.3% | 8% | -11%
CCOC(=O)N1CCN(C(=O)CSCC(=O)Nc2nc(-c3ccc(OC)cc3)cs2)CC1 | -12% | 13% | 3.0% | 3% | 0%
O=C(NCC12CC3CC(CC(C3)C1)C2)c1cc2n(n1)C(C(F)(F)F)CC(c1ccco1)N2 (configuration not stated) | 6% | 3% | 0.6% | -10% | 3%
O=C(CSc1cccc[n+]1[O-])Nc1ccc(N2CCOCC2)cc1 | 4% | -10% | . | -18% | .
NNC(=O)c1ccc(Cn2cc(Cl)cn2)o1 | 4% | -5% | 1.8% | -2% | -2%
CSc1ccccc1NC(=O)c1ccc([N+](=O)[O-])cc1 | 5% | 70% | 0.8% | 11% | 8%
COc1cccc(CN(C)C(=O)c2cccc(S(=O)(=O)NCc3ccccc3)c2)c1OC | 5% | 2% | 6.6% | 7% | 8%
CCOC(=O)c1sc(NC(=O)CSc2ncn(-c3ccccc3)n2)nc1C | 2% | -1% | 7.5% | -5% | 0%
O=C(Cn1cc(S(=O)(=O)Cc2ccccc2F)c2ccccc21)N1CCOCC1 | 4% | 9% | 10% | -1% | -17%
O=C(c1ccc(NS(=O)(=O)c2ccccc2)cc1)N1CCN(Cc2ccc3c(c2)OCO3)CC1 | -4% | 32% | 1.5% | 3% | -2%
COc1ccc(NC(=O)c2cn(-c3ccccc3)nc2-c2ccncc2)cc1 | 10% | 1% | 8.7% | -1% | -3%
Cc1ccc(C(CNS(=O)(=O)c2ccc(Br)cc2)N2CCN(C)CC2)cc1 (configuration not stated) | -2% | 10% | 1.1% | 0% | -8%

Reprinted at random: five entries already listed
SMILES | H37Rv inhibition | tuberculosis growth | inhibitors of VEEV | PhoP GFP inhibition | influenza NS1A | others
CCN(C(=O)c1ccc(Cl)c([N+](=O)[O-])c1)c1ccccc1 | -4% | 13% | 1.0% | -7% | 11%
Cc1ncc(CN=Cc2ccc(Cl)cc2)c(N)n1 | 2% | -17% | 1.7% | 3% | -7%
Cc1ccc(S(=O)(=O)CCC(=O)OCc2nnc(-c3ccc([N+](=O)[O-])cc3)o2)cc1 | . | . | 2.2% | . | -9%
O=C(NCC12CC3CC(CC(C3)C1)C2)c1cc2n(n1)C(C(F)(F)F)CC(c1ccco1)N2 (configuration not stated) | 6% | 3% | 0.6% | -10% | 3%
C=CCNC(=O)c1cc(Cl)cc(Cl)c1 | -3% | 3% | i | 6% | 9%

The list goes on:
SMILES | H37Rv inhibition | tuberculosis growth | inhibitors of VEEV | PhoP GFP inhibition | influenza NS1A | others
O=C(N=C1SC2CS(=O)(=O)CC2N1c1ccccc1)C1CCCCC1 (configuration not stated) | 9% | 6% | 2.7% | -11% | 2%
CC1(C)CC(=O)C2=C(C1)N(N1CCOCC1)C(N)=C(C#N)C2c1cccs1 (configuration not stated) | -5% | -3% | 5.8% | 0% | -1%
COC(=O)C/C=N/N=C1/NC(=O)/C(=C/C(=O)O)S1 | -9% | -9% | i | -8% | 3%
CSc1ccccc1NC(=O)COC(=O)c1cnc(C)cn1 | 1% | 3% | i | . | -7%
Cn1c(N)c(C(=O)COC(=O)c2ccc3ccccc3c2)c(=O)n(C)c1=O | 0% | 5% | 0.9% | . | -15%
Cc1oc2ccc(OCc3ccc(Br)cc3)cc2c1C(=O)O | 17% | 71% | 0.1% | -4% | -8%
COc1ccccc1OCCC(=O)OCC(=O)Nc1ccc(Br)cc1 | -5% | 28% | 0.6% | 2% | -5%
Cc1ccc(N2CC(C(=O)N(C)CC(=O)Nc3ccc(Cl)c(C(F)(F)F)c3)CC2=O)cc1 (configuration not stated) | 56% | 27% | 1.9% | 1% | -12%
COc1ccc(N/C=C/C(=C(C#N)C#N)N(C)C)cc1 | -3% | -17% | 1.7% | -1% | .
O=C(NCc1cccc(C(F)(F)F)c1)c1cc(Cl)ccc1Cl | 10% | 36% | i | -6% | 7%
Cc1ccc2nc(NC(=O)CCNS(=O)(=O)c3cccs3)sc2c1 | -8% | 2% | 6.1% | 0% | 0% | inhibitors of VEEV 10K pilot screen=5.1
CCOC(=O)Cn1cc(C(=O)c2ccco2)c2ccccc21 | -4% | 76% | 2.9% | -5% | 6%
CCCSc1nnc(CSc2nc3ccccc3s2)n1-c1ccccc1 | 2% | 68% | i | 0% | 28%
Cc1nn(C(C)(C)C)c(OC(=O)c2ccc3c(c2)OCO3)c1Sc1ccccc1 | -1% | -10% | 7.8% | -6% | 1%
Cc1cc(-c2nnc(CCC(=O)NCc3ccc(F)c(F)c3)o2)no1 | -7% | 11% | 4.0% | 4% | -4%
Cc1cc(C(=O)COC(=O)c2cccnc2Cl)c(C)n1CC1CCCO1 (configuration not stated) | -3% | 13% | 1.3% | 8% | -11%
O=C(CN1C(=O)S/C(=C/c2ccc(N3CCOCC3)cc2)C1=O)N1CCOCC1 | 2% | 11% | 1.0% | 3% | 1%
COc1cccc(C(=O)N2CCN(C3CCC(c4ccccc4)CC3)CC2)c1 (configuration not stated) | . | . | 1.2% | . | 7%
CN1CCN(c2oc(-c3cccs3)nc2S(=O)(=O)c2ccccc2)CC1 | 4% | -13% | 6.7% | 8% | 2%
Cc1nn(-c2ccc(F)cc2)c(C)c1CN1CCN(Cc2ccccc2)C(CCO)C1 (configuration not stated) | 3% | 5% | 1.1% | 0% | -3%
COc1ccc(C2/C=C\CN(Cc3ccncc3)CC(=O)N2Cc2ccc(F)cc2)cc1 (configuration not stated) | -4% | 28% | 1.2% | -5% | 6%
CCCc1[nH]nc2c1C(c1cccc(OC(=O)c3ccco3)c1)C(C#N)=C(N)O2 (configuration not stated) | -1% | . | 0.5% | 4% | -6%
COc1ccc(-c2n[nH]c3c2CN(C(=O)c2ccc(OC)c(OC)c2)CC3)cc1 | -6% | 8% | 11% | 1% | -4%
CN(C)c1ccc(C(CNS(=O)(=O)c2ccc([N+](=O)[O-])cc2)N2CCOCC2)cc1 (configuration not stated) | 5% | -8% | i | 5% | -13%
CNC(=O)[C@H]1O[C@@H](n2cnc3c(NCc4cccc(I)c4)ncnc32)[C@H](O)[C@@H]1O | 4% | -15% | ? | 22% | -1%
CCC(=O)c1ccccc1OCCCCn1cncn1 | -2% | 3% | i | -5% | -8%
O=S(=O)(NC(=S)NC1CCCCC1)c1ccccc1 | 12% | ? | 0.2% | -4% | 4%
O=C(NCc1ccccc1F)C1CCCN1C(=O)Nc1cccc(F)c1 (configuration not stated) | 0% | -4% | 0.4% | 5% | -4%
CC1=N/C(=C\c2ccc([N+](=O)[O-])cc2)C(=O)N1c1cc(Cl)ccc1C | -6% | 2% | 0.2% | -10% | 2%
Cc1ccc(Oc2nc3ccccn3c(=O)c2/C=C(\C#N)C(=O)Nc2c(C)n(C)n(-c3ccccc3)c2=O)cc1 | 1% | 6% | i | -3% | -2%
CCCCNC(=O)COC(=O)c1cc(F)c(F)cc1Cl | ? | 5.6µM* | 1.7% | 2% | 6% | inhibitors of VEEV 10K pilot screen=1.0
O=C(CCC(=O)N1CCN(C2CCCCC2)CC1)Nc1nnc(C(F)(F)F)s1 | -4% | -2% | 0.8% | -3% | 9%
CCOC(=O)C(NC(=O)c1ccccc1)(N1CCCC1=O)C(F)(F)F (configuration not stated) | 3% | 4% | 1.6% | 0% | 6%
Cn1c(=O)oc2ccc(C(=O)CSc3nnnn3-c3ccccc3)cc21 | -6% | -2% | i | 8% | -4%
CCCOc1ccc(NC(=O)CC2C(=O)N(CC)C(=S)N2CCCN2CCN(Cc3ccccc3)CC2)cc1 (configuration not stated) | ? | 51% | 9.9% | 9% | 8%
Cn1cccc1/C=C1\SC(=S)N(CC(=O)O)C1=O | -3% | 3% | i | 3% | 14%
CCN(c1ccc(NC(=O)c2ccc(Cl)nc2)cc1)C(C)C | -4% | 39% | 0.8% | 8% | -5%
O=C(c1cc(S(=O)(=O)N2CCCCC2)c(Cl)cc1N1CCOCC1)N1CCOCC1 | -6% | -1% | 1.0% | 8% | -4%
CCOC(=O)c1c(C)[nH]c(C(=O)OCC(=O)N2CCCC2=O)c1C | -9% | -8% | i | 2% | -5%
CCn1ccnc1CN1CCN(CCC(C)C)C(CCO)C1 (configuration not stated) | 1% | 27% | i | -6% | -4%
